# Screening data as filed in PubChem BioAssay.
# TNF necrop inh: blocks TNF-alpha induced death of Jurkat FADD-/- cells; Jurkat FADD-/- TNF necroptosis rescue, ATP luminescence, 24 h; 0 = TNF only, 100 = no-TNF cells; activation (protection from cell death), % at 10 µM; 0.068% of 220,000 active;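 active means activation, meaning protection from cell death, of at least 50% relative to plate controls; inactive means activation below 50%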;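 further: necroptosis triggered by 40 ng/mL TNF-alpha added together with compound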
# CHOP inh: inhibitors of CHOP induction in ER stress response; CHO-K1 CHOP-promoter luciferase, tunicamycin-induced, 15-18 h; inhibition, % at 10 µM; 3.8% of 220,000 active; AID 2732;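 active means compounds that reduced the stress-induced luciferase reporter signal by more than about 70% of percent inhibition, limit read from the data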;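 further: 0% = tunicamycin plus vehicle and 100% = wells without tunicamycin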
# Wee1 stabilizer: human Wee1 degradation inhibition, primary screen; P30291; AID 1321; HeLa Luc-Wee1K328M stability, luciferase luminescence; 100% = proteasome inhibitor MG132 effect; 1.2% of 220,000 active; reporter increase, % at 5 µM;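 active means activation above the mean of all tested compounds plus 3 SD, set per screening run, cut at about 8.8% in these data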;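 further: cells exposed to compound for 20 h before luminescence read; 0% = DMSO alone and 100% = MG132 at 30 µM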
# Ba/F3 V617F tox: reduce viability of Ba/F3 cells dependent on JAK2V617F. Ba/F3 EpoR-JAK2V617F viability, ATP luminescence. inhibition, % at 5.6 µM. 1.1% of 220,000 active. AID 1446;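 active means inhibition above the campaign mean plus 3 SD over all tested compounds, cut at about 24% in these data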;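 further: cytokine-independent growth of Ba/F3 cells driven by EpoR plus mutant JAK2; 0% = DMSO-treated cells and 100% = JAK inhibitor I control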
# PPC-1+TRAIL kill: PPC-1 cancer cell killing with TRAIL present; cell killing (% activity), % at 4 µM; PPC-1 cells + TRAIL, ATPLite viability luminescence; 0.41% of 220,000 active;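 active means cell killing above 50% in the first pass at 4 µM, then a duplicate retest at 5 µM averaging 50% or more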;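 further: plate controls were cells with TRAIL plus DMSO for no effect and medium-only wells lacking cells for full effect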
# TRPML3 agonist: activates the human TRPML3 channel | 0.29% of 220,000 active | HEK293 TRPML3-YFP, Fluo-8 calcium fluorescence; 100% = the carbachol control signal | activation, % at 3 µM | Q8TDD5;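 active means activation above its plate's cutoff, the mean activation of the plate's test wells plus 3 SD, cut at about 12% in these data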;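 further: 0% = DMSO only wells and 100% = carbachol wells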
# Target sequence (Q8TDD5 whole entry, looked up): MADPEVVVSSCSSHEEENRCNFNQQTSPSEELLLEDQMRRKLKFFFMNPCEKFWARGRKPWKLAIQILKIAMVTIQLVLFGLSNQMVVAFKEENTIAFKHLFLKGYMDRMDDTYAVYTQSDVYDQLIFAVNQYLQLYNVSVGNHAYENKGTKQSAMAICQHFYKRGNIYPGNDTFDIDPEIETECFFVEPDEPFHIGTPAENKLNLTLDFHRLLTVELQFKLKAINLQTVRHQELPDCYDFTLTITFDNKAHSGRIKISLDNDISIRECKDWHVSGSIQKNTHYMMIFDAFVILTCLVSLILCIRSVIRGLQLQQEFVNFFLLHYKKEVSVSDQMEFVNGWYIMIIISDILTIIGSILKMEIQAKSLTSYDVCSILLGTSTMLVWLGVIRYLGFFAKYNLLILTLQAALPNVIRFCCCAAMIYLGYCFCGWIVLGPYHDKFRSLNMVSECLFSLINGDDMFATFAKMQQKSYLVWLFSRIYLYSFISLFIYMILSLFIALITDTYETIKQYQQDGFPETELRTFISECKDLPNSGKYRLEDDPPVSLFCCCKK
#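 Material: TRPML3-YFP stable HEK293 cells | Dosing: One concentration, 3 µM nominal, 0.3% DMSO | Timing: 125 s total fluorescence read per well | Technique: Fluo-8 calcium dye fluorescence, ex 470-495, em 515-575 nm | Measure: Percent activation from peak-to-basal fluorescence ratio, scaled between DMSO and carbachol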
# RBBP9 inh: human RBBP9 hydrolase inhibition; O75884; recombinant RBBP9, FP-Rh probe fluorescence polarization; inhibition, % at 7.94 µM; 0.2% of 220,000 active; AID 1515;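 active means inhibition above the campaign mean of all tested compounds plus 3 SD, cut at about 14% in these data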;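 further: plate controls were DMSO wells with RBBP9 for no effect and wells lacking RBBP9 protein for full effect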
#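 Test system: recombinant human RBBP9; Timing: 30 min then 45 min, 25 °C; Detection: fluorescence polarization; Control set: RBBP9 with DMSO as uninhibited control, no-protein wells as full inhibition; Compound dosing: one concentration, 7.94 µM nominal, 0.794% DMSO; Probe or stimulus: FP-Rh activity-based probe, 375 nM before mixing.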
# TRPN1 ag: activates the zebrafish TRPN1 channel. HEK293 zebrafish TRPN1-YFP, Fluo-8 calcium fluorescence; 100% = response to 87 µM carbachol. activation, % at 3 µM. 0.18% of 220,000 active;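 active means activation above its plate's cutoff, the mean activation of test wells on that plate plus 3 SD, cut at about 19% in these data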;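 further: 0% = DMSO alone and 100% = 87 µM carbachol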
#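 Material: zebrafish TRPN1-YFP in HEK293 cells. Doses: one dose of 3 µM, 0.3% DMSO. Incubation: dye 1 h 37 °C plus 30 min RT. Measured by: intracellular calcium fluorescence with Fluo-8.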
# BaF3 tox: parental Ba/F3 viability inhibition as JAK2V617F counter-screen; CellTiter-Glo ATP luminescence; inhibition, % at 5.6 µM; 1.1% of 220,000 active;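 active means inhibition above a per-campaign cutoff, the mean inhibition of all tested compounds plus 3 SD, cut at about 27% in these data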;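 further: 0% = DMSO wells and 100% = JAK Inhibitor I control wells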
# An asterisk follows results filed as active; & = joins results of further samples. Some of the compounds tested; the hit share may differ from the screen's.
SMILES,TNF necrop inh,CHOP inh,Wee1 stabilizer,Ba/F3 V617F tox,PPC-1+TRAIL kill,TRPML3 agonist,RBBP9 inh,TRPN1 ag,BaF3 tox
CC[C@@H]1C(=O)OC[C@@H]1Cc1cncn1C,0.3&0.0,1.7&0.6&20.8&-2.2&-9.3,2.6&1.1&-0.6,3.4&1.2&-3.0,9.4&14.0,0.3&1.5&0.5,-9.9&-7.5&-4.7,0.3&2.0&0.3,7.8&9.6&-7.3
